High-throughput results: PubChem, National Center for Advancing Translational Sciences (NCATS)
Pf growth 96h: inhibits malaria parasite growth, 96 h. Potency, µM (doses to about 28.7 µM), without a hit: top-dose activity change, negative = inhibition, most hits filed as inhibitors. P. falciparum luciferase reporter growth, 96 h. actives 6.9% (n = 320,000); further: potency means the concentration at half of the fitted maximal effect; on the % scale 0 is the no-effect control and ±100 the full control effect
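Parasite growth measured via integrated firefly luciferase reporter in P. falciparum. Infected erythrocytes at 2% hematocrit, 0.05% parasitemia final were treated 96 hours at 37 C under 5% CO2, and luminescence was read.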
AmpC inh no detg: inhibitors of E. coli AmpC beta-lactamase without detergent. Potency, µM (doses to about 57.1 µM), for the others: top-dose activity change, negative = inhibition, most hits filed as inhibitors. actives 0.52% (n = 330,000). AmpC nitrocefin hydrolysis, absorbance 480 nm, 0.0001% Triton;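 further: potency means the concentration at half of the fitted maximal effect; plate controls were no compound for no effect and no enzyme for full effect; nearly all actives have a fitted effect of over 20% in size; some results filed as inactive show a strong effect at the top dose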
Target sequence (P00811 whole entry, looked up): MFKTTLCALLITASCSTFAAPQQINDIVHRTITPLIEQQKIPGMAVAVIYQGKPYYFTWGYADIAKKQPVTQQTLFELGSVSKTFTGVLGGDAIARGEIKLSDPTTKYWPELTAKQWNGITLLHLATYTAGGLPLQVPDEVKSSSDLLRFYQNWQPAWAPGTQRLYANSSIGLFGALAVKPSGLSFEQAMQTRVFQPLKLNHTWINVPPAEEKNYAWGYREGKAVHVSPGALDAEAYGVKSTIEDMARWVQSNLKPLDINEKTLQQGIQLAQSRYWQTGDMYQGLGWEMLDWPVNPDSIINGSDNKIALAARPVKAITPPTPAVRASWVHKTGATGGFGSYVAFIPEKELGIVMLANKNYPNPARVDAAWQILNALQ
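AmpC (5.3 nM in the dispensed reagent) in 20 mM phosphate pH 7.0 with 0.01% (detergent screen) or 0.0001% Triton X-100 was preincubated with compounds for 15 min at room temperature. Nitrocefin was then added from an 800 uM solution, and hydrolysis was followed at 480 nm.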
Cycloheximide cs: affects cycloheximide protein synthesis inhibition readout, counter-screen | actives 12% (n = 300,000) | cell reporter, cycloheximide protein synthesis inhibition counterscreen | max response, %; in the data active means max response mostly above about 13%, no sharp cut-off; inactive means mostly below about 14%; further: read at 38.3 µM for the half of the compounds with a filed dose; 0% is about no effect
Pf growth 48h: inhibits P. falciparum growth in the first generation, 48 h | P. falciparum luciferase growth in erythrocytes, 48 h | Potency, µM (series often up to 28.7 µM), for the others: top-dose activity change, negative = inhibition, usual class: inhibitors | actives 5.9% (n = 310,000) | AID 504832; further: potency means the concentration at half of the fitted maximal effect; on the % scale 0 is the no-effect control and ±100 the full control effect
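Growth was read as firefly luciferase luminescence after a 48 h, 37 C, 5% CO2 exposure of compounds to reporter-bearing P. falciparum cultures (0.1% parasitemia, 2% hematocrit final) in Albumax-supplemented RPMI 1640.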
LmPK inhibitor: blocks Leishmania mexicana pyruvate kinase activity; Q27686; purified LmPK, Kinase-Glo ATP luminescence, 1 h; Potency, µM (highest dose often 57.5 µM), for the others: top-dose activity change, negative = inhibition, hits mostly inhibitors; actives 0.37% (n = 290,000); further: potency means the concentration at half of the fitted maximal effect; on the % scale 0 is the no-effect control and ±100 the full control effect
Target sequence (Q27686 whole entry, looked up): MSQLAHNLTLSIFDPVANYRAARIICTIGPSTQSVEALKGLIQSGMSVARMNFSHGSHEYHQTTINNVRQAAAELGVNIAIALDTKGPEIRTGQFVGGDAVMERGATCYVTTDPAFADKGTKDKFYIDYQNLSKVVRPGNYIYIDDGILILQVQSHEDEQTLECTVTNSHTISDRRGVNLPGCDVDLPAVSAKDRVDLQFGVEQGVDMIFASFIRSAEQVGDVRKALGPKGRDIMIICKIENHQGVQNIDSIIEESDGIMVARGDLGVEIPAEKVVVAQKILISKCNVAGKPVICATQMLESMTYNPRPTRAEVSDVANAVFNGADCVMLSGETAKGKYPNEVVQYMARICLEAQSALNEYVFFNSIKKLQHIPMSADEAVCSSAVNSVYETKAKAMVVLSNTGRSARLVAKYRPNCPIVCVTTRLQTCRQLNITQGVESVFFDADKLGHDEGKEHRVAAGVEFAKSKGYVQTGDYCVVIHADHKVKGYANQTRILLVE
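0.1 nM LmPK, 0.5 mM PEP, 0.1 mM ADP; 50 mM imidazole pH 7.2, 7 mM MgCl2, 50 mM KCl; 1 h RT. Kinase-Glo luminescence readout, normalized to no-enzyme (full inhibition) and uninhibited wells.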
Shiga toxin inh: Shiga toxin inhibition; inhibition, % at 38.7 µM; Vero cells, Shiga toxin protein synthesis inhibition reporter; actives 9.2% (n = 290,000); in the data active means inhibition mostly above about 28%, no sharp cut-off; inactive means mostly below about 43%; further: 0% is about no effect
Tb PYK inh: inhibitors of Trypanosoma brucei pyruvate kinase. TbPYK enzyme, Kinase-Glo Plus ATP luminescence, 45 min. AID 624173. actives 0.12% (n = 410,000). Potency, µM (series often up to 76.8 µM), without a hit: at the top dose activity, negative = inhibition, actives largely listed as inhibitors. Q57TT1; further: potency means the concentration at half of the fitted maximal effect; on the % scale 0 is the no-effect control and ±100 the full control effect; nearly all actives have a fitted effect of over 50% in size
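Enzyme and substrate buffer are dispensed first and compound is pin-transferred. ADP at 130 uM final then starts the reaction, which runs 45 min at room temperature. Detection reagent is added for 10 min before luminescence is imaged.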
The depositor's hits bear a star; ? = inconclusive; / = no result given; & = joins results of further samples; [ ] = dose if it differs, or a comment. Unless noted, the call rests on the fitted dose curve; in most records, active means well fitted curve in the direction sought with a large enough effect; inconclusive means small, poorly fitted or top-dose-only effect, or another doubt; inactive means no such curve, though single readings can be large; an effect the other way counts as inactive or inconclusive.

SMILES	Pf growth 96h	AmpC inh no detg	Cycloheximide cs	Pf growth 48h	LmPK inhibitor	Shiga toxin inh	Tb PYK inh
C=CCC(NC(=O)Cc1ccccc1)C(=O)NCCC (stereo not drawn)	-4%	-5%	/	20%	/	/	-4%
Cc1c(NC(=S)NC(=O)c2cccc(Cl)c2)c(=O)n(-c2ccccc2)n1C	?	-6%	-1	29%	-1%	-4	2%
N#CCCN(C(=O)Cn1nc(C(=O)O)c2ccccc2c1=O)c1ccccc1	36%[activator]	-14%	-5	7%	0%	-4	-4%
COc1cc(NC(=O)C2CC2C)c(C(=O)O)cc1OC (stereo not drawn)	12%	-5%	-2	/	-2%	-3	2%
Cc1onc(-c2c(Cl)cccc2Cl)c1COC(=O)c1ccc(Cl)cc1	13µM*	-28%	2	?	5%	-16	5%
CCc1ccc(CNC(=O)c2cc3c(C)nc4ccccc4c3o2)cc1	?	216%[activator]	-3	-19%	7%	5	1%
CCN1CCN(C(C)C(=O)NC2CCCCC2)CC1 (stereo not drawn)	37%[activator]	-10%	-2	4%	-6%	-3	-13%
Cn1nc(C(F)(F)F)c(-c2ccc(Br)cc2)c1NC(=O)Nc1ccc(F)cc1F	-12%	1%	-3	?	2%	10	-3%
O=C(COc1ccc2c(c1)CCC2)N1CCN(c2ccccc2F)CC1	19%	1%	-2	14%	1%	-12	4%
O=C(Nc1ccc(Br)cc1)c1cccc(-n2cnnn2)c1	?	-7%	8	-94%	-5%	29	-3%
CC(C(=O)NC1CCCCC1)N1CCN(S(=O)(=O)c2cccs2)CC1 (stereo not drawn)	-9%	57%	/	14%	/	/	2%
Cc1cc(=O)oc2c(C)c(OCC(=O)N3CC[C@@]4(O)CCCC[C@H]4C3)ccc12	?	-16%	1	-27%	-2%	-12	-7%
CC(C)(C)C(=O)N(Cc1ccc(Cl)cc1)c1cnccn1	5.2µM*	0%	-2	3.3µM*	1%	-4	-6%
COC(=O)c1cc2c(ccn2-c2ccc(F)cc2)n1CC(=O)C(C)(C)C	-5%	15%	-4	?	4%	13	-2%
NC(=O)c1ccc(=O)n(Cc2ccc(Cl)cc2Cl)c1	30%[activator]	-12%	-1	-7%[0.00184 µM]	-1%	5	4%

The final 3 compounds of the part above come first, to join the parts:
SMILES	Pf growth 96h	AmpC inh no detg	Cycloheximide cs	Pf growth 48h	LmPK inhibitor	Shiga toxin inh	Tb PYK inh
CC(C)(C)C(=O)N(Cc1ccc(Cl)cc1)c1cnccn1	5.2µM*	0%	-2	3.3µM*	1%	-4	-6%
COC(=O)c1cc2c(ccn2-c2ccc(F)cc2)n1CC(=O)C(C)(C)C	-5%	15%	-4	?	4%	13	-2%
NC(=O)c1ccc(=O)n(Cc2ccc(Cl)cc2Cl)c1	30%[activator]	-12%	-1	-7%[0.00184 µM]	-1%	5	4%
CC(C)c1c(C(=O)N/N=C/c2ccncc2)nnn1-c1nonc1N	60%[activator]	-3%	-2	-8%	7%	-4	6%
Cc1ccc(NC(=O)c2cc(NC(=O)c3ccco3)ccc2N2CCOCC2)cc1Cl	4%	-34%	-2	/	-1%	-9	-14%
COc1ccc(NC(=O)CN2C(=O)NC3(CCCC3)C2=O)cc1OC	26%	-15%	1	3%	7%	25	-14%
COc1cccc(C2(O)C(=O)Nc3ccccc32)c1 (stereo not drawn)	26%	-5%	18	-18%	0%	-2	-17%
O=C(Nc1cccnc1Cl)c1ccc(S(=O)(=O)N2CCCCCC2)cc1	/	-1%	-2	?	5%	-9	-5%
O=C(COC(=O)c1ncc(Cl)c(Cl)c1Cl)NC(=O)c1ccccc1	31%[activator]	-15%	/	33%[activator]	/	/	2%
CN(C)CCNC(=O)C1(O)c2cc(Br)ccc2NC(=O)N1c1ccc(Cl)cc1 (stereo not drawn)	2%	-8%	10	-3%	-7%	-5	11%
COC(=O)[C@H](CC(C)C)NC(=O)N1CCC(C)CC1	29%	-1%	-1	30%	-3%	-3	-2%
O=C(Nc1ccc(Oc2ccc3c(c2)C(=O)N(c2ccc(O)cc2)C3=O)cc1)c1cccs1	?	-19%	-2	26%	7%	-10	-8%
Cc1c(CCC(=O)NCCCCCC(=O)O)c(=O)oc2cc3occ(-c4ccccc4)c3cc12	2%	46%	6	-8%[0.00184 µM]	0%	10	3%
CCOc1ncccc1C(=O)OCC(=O)c1ccccc1	51%[activator]	-12%	2	18%	?	-4	-4%
O=C1C(=O)c2ccccc2C(O)=C1c1cccc([N+](=O)[O-])c1	7.4µM*	-14%	23*	?	-17%	50	-3%
Nc1nc(SCc2ccc(Cl)cc2Cl)n[nH]1	/	-18%	21*	27%	-1%	27	1%
O=S(=O)(c1cccc(COc2c(Cl)cccc2Cl)c1)N1CCOCC1	?	3%	/	3%	/	/	-18%
C/C=C/C(=O)Nc1cccc(C2=NOC3(C2)C[C@@H](C(N)=O)N(C(=O)c2cc([N+](=O)[O-])cc([N+](=O)[O-])c2C)C3)c1 (stereo partly drawn)	?	82%[activator]	-3	?	-2%	-5	-3%

Structural class, those above containing an aryl methoxy group
SMILES	Pf growth 96h	AmpC inh no detg	Cycloheximide cs	Pf growth 48h	LmPK inhibitor	Shiga toxin inh	Tb PYK inh
COc1cc(NC(=O)C2CC2C)c(C(=O)O)cc1OC (stereo not drawn)	12%	-5%	-2	/	-2%	-3	2%
COc1ccc(NC(=O)CN2C(=O)NC3(CCCC3)C2=O)cc1OC	26%	-15%	1	3%	7%	25	-14%
COc1cccc(C2(O)C(=O)Nc3ccccc32)c1 (stereo not drawn)	26%	-5%	18	-18%	0%	-2	-17%

Other structures.
SMILES	Pf growth 96h	AmpC inh no detg	Cycloheximide cs	Pf growth 48h	LmPK inhibitor	Shiga toxin inh	Tb PYK inh
CCN1CCSc2ccc(C(=O)NCc3ccc(OC(C)C)cc3)cc21	?	-47%	1	10%	-3%	15	-1%&-2%
Cc1ccc(S(=O)(=O)N2CCC(C(=O)Nc3cc(C(F)(F)F)ccc3N3CCOCC3)CC2)cc1C	9.3µM*	52%	/	?	/	/	-2%
Cc1ccc(OCC(=O)NNC(=O)[C@@H]2CCCC[C@@H]2C(=O)O)c(Br)c1	-25%	-13%	8	6%	-6%	18	-7%
CN(CCc1ccccn1)C(=O)CCC1CCCN(Cc2ccccc2OC(F)F)C1 (stereo not drawn)	?	1%	2	32%	-1%	-4	3%
Cc1nonc1CN(C)C(=O)CC1C(=O)NCCN1Cc1ccccc1C(F)(F)F (stereo not drawn)	14%	87%[activator]	-4	-16%	3%	-4	-1%
O=C(NCC1CCCO1)C1CC(=O)N(c2ccccc2)C1 (stereo not drawn)	-17%	-12%	-5	?	2%	-4	4%
O=C(NC1CCCCC1)c1ccc2c(c1)OCO2	2%	-18%	26*	156%[activator]	-6%	84*	-2%
CCN1C(=O)[C@H]2[C@@H](c3ccc(Cl)cc3)N3C(=O)CN(CC4CC4)C(=O)[C@@]3(C)[C@H]2C1=O	-18%	-3%	4	21%	1%	6	-4%
CCc1ccc(NC(=O)CSCc2ccc(C(=O)O)cc2)cc1	40%[activator]	-10%	-1	0%	5%	23	1%
CNCCOc1ccccc1C(C)(C)C	-2%	1%	-4	/	1%	-3	-6%
CCc1cccc(NC(=O)c2ccc(Br)o2)c1	14%	-19%	23*	16%	-5%	105*	2%
CCCCn1c(N)c(N(CC)C(=O)c2ccc(C#N)cc2)c(=O)[nH]c1=O	-1%	-13%	-6	15%	1%	1	2%
CC(=O)Nc1ccc(NC(=O)C(C)OC(=O)CCC(=O)c2ccc(F)cc2)cc1 (stereo not drawn)	67%[activator]	-15%	-3	/	4%	15	-9%
CC(=O)c1c(C)[nH]c(C(=O)Nc2cc(S(=O)(=O)N3CCCCC3)ccc2C)c1C	13µM*	?	/	13µM*	/	/	2%
CCCCOc1ccc(-c2csc(N)n2)cc1[N+](=O)[O-]	?	-18%	86*	189%[activator]	0%	127*	-6%
O=C(Nc1nc(-c2cccc(Br)c2)cs1)Oc1ccccc1	128%[activator]	-39%	22	111%[activator]	-8%	29	0%
O=C1CCC([N+](=O)[O-])C(c2ccccc2C(F)(F)F)N1 (stereo not drawn)	?	1%	-1	0%	5%	-11	3%
O=C(OCCOc1ccccc1F)c1cccc(S(=O)(=O)N2CCOCC2)c1	?	-9%	/	?	/	/	-6%
Cc1ccccc1NC(=S)C1=C(O)c2sccc2N(C)S1(=O)=O	/	-15%	8	?	0%	36	-4%
CC(C)C(C)(C#N)NC(=O)CSc1nnc(-c2ccncc2)n1Cc1ccccc1 (stereo not drawn)	3.7µM*	-3%	-1	?	-4%	34	-2%
O=C(CCc1nc(-c2ccccc2Cl)no1)NC1CCCC1	-23%	-14%	-1	7%	-5%	26	6%
COCCNCC#CCOc1ccc(OC)cc1	51%[activator]	-6%	4	3%	-2%	-8	1%
COc1ccc(CC(=O)Nc2ccc(-c3noc(COc4ccccc4C)n3)cc2)cc1	38%[activator]	-5%	-4	-3%	7%	17	-5%
COc1ccccc1OCCNC(=O)c1ccccc1C	/	-6%	3	23%	2%	15	3%
O=C(CC1CCCC1)NCCS(=O)(=O)N1CCN(c2ccccc2F)CC1	14%	4%	/	6%	/	/	4%
O=C(NC(=S)Nc1ccccc1N1CCOCC1)c1ccc([N+](=O)[O-])cc1	13%	-32%	-3	12%	0%	-16	-5%
COCCCN1C(=O)C(=O)/C(=C(/O)c2ccc3c(c2)CC(C)O3)C1c1cccnc1 (stereo not drawn)	3%	-24%	6	-11%	6%	16	3%
COCCNc1nc2c(c(=O)n(Cc3ccc(OC)cc3)c(=O)n2C)n1C	29%	14%	3	-24%	1%	-16	-7%
COCc1cc(=O)n2[nH]cc(-c3ccccc3)c2n1	-18%	-14%	19*	30%	6%	/	-11%
O=C(CN(Cc1ccc(F)cc1)C(=O)CCC(=O)Nc1nccs1)NCC1CCCO1 (stereo not drawn)	?	3%	-5	25%	-2%	11	-5%
O=C(NCc1cccc2[nH]ccc12)C1CCC(=O)N(CCc2ccc(Cl)cc2)C1 (stereo not drawn)	101%[activator]	32%	-4	1%	-5%	-4	-5%
O=C(CN1CCN(c2ccccc2)CC1)Nc1ccc(OCc2ccccc2)cc1	27%	64%[activator]	-2	6%	-1%	10	-4%
O=C(Nc1nnc(CCc2ccccc2)s1)c1ccccc1F	4%	-15%	26*	36%[activator]	0%	41	-3%
O=C(c1ccccc1)N1CCN(Cc2ccccc2C(F)(F)F)CC1	16%	88%[activator]	5	-14%	-3%	39	-2%
CS(=O)(=O)Nc1cccc(C2=NN(C(=O)CCC(=O)O)C(c3cccs3)C2)c1 (stereo not drawn)	5%	-17%	-1	-5%[0.00184 µM]	-1%	1	2%
COc1ccc(OC)c(NC(=O)CCCN2C(=O)C3C4C=CC(C4)C3C2=O)c1 (stereo not drawn)	71%[activator]	-1%	-5	-3%	2%	14	-12%
CC(C)[C@H](NC(=O)Nc1ccc(Oc2ccccc2)cc1)C(=O)O	52%[activator]	-20%	1	34%[activator]	0%	-3	-5%
O=C(O)CC12CC3CC(C1)CC(n1ncc(NCC4CCCO4)c(Cl)c1=O)(C3)C2 (stereo not drawn)	9%	-11%	0	2%	-2%	-11	-5%
